GAA spleen mod = qHTS Assay for Inhibitors and Activators of Human alpha-Glucosidase From Spleen Homogenate; Lysosomal alpha-glucosidase (Homo sapiens), P10253; human spleen homogenate, 4-MU-alpha-glucoside fluorescence; Potency, µM (series often up to 79.9 µM), inactives show top-dose activity change, negative = inhibition, usual class: inhibitors; actives 0.006% (n = 240,000);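 further: potency means the concentration at half of the fitted maximal effect; 0% = enzyme with vehicle and -100% = no enzyme basal signal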
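Human spleen homogenate (1 ug) incubated with compounds and 1 mM 4-methylumbelliferyl-alpha-D-glucopyranoside in pH 5.0 citrate/phosphate buffer, 37 C, 40 min. Stopped at pH 10; 4-MU fluorescence (Ex 365/Em 440 nm); AC50 by Hill fit.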
CBFb-RUNX1 inh = qHTS Assay for Compounds Blocking the Interaction Between CBF-beta and RUNX1 for the Treatment of Acute Myeloid Leukemia; Runt-related transcription factor 1 (Homo sapiens) + Core-binding factor subunit beta …; AlphaScreen CBFb-His/RUNX1-biotin binding, biochemical; Potency, µM (top dose mostly 59.8 µM), for inactives: at the top dose activity, negative = inhibition, actives largely listed as inhibitors; 230,000 tested, under 10 active; AID 1477, 2009; further: % of control where 0% means no effect
Target sequence (Q01196 whole entry, looked up): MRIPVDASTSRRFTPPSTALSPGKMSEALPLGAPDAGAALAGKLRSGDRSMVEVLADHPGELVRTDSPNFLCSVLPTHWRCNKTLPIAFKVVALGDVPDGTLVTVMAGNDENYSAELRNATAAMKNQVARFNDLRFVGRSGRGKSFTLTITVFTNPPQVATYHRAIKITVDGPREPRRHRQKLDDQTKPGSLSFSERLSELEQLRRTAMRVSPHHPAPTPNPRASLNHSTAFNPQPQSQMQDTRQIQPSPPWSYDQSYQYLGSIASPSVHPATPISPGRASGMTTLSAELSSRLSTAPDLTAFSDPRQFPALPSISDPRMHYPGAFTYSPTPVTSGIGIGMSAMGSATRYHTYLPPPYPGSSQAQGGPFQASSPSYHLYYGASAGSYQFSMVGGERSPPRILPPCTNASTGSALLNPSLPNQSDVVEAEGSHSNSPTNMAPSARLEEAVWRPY
Target sequence (Q13951 whole entry, looked up): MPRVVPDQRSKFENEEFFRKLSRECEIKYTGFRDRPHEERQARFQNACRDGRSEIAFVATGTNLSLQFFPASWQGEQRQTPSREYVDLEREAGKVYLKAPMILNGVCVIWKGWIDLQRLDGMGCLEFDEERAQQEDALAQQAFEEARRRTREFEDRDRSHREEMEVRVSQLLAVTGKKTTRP
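CBF-beta (His) and RUNX1 (biotin), 30 nM each; 20 min preassociation; + compound, 15 min; + beads 50 ng each (Ni, streptavidin), 90 min; RT; AlphaScreen read.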
LMNA splice mod = qHTS Assay for Modulators of Lamin A Splicing. HeLa LMNA splicing GFP/RFP minigene ratio, 48 h. Potency, µM (highest dose often 46.1 µM), for inactives: top-dose ratio change, negative = inhibition, usual class: inhibitors. actives 0.01% (n = 200,000). AID 1487, 2009; active means well fitted inhibition curve with a large enough effect in the signal ratio, with a control signal flat, not every such curve was filed as active; inconclusive means small, poorly fitted or top-dose-only effect, or effect the other way, or a change in a side signal; the % refers to the signal ratio; further: potency means the concentration at half of the fitted maximal effect; on the % scale 0 is the no-effect control and ±100 the full control effect
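S3 HeLa cells stably expressing lamin A-EGFP splicing minigene plus DsRed2, 600 cells/well, 48 h compound exposure at 37C. Laser-scanning cytometry; analysed as GFP (500-530 nm)/RFP (575-640 nm) total intensity ratio; 0.5% DMSO vehicle.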
GAA inhib = qHTS Assay for Inhibitors of Human alpha-Glucosidase as a Potential Chaperone Treatment of Pompe Disease | purified human GAA, 4-MU-alpha-glucoside fluorescence | Potency, µM (top dose mostly 76.9 µM), for the others: top-dose activity change, negative = inhibition, hits mostly inhibitors | actives 0.005% (n = 200,000) | Lysosomal alpha-glucosidase (Homo sapiens), P10253;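 further: potency means the concentration at half of the fitted maximal effect; plate controls were uninhibited enzyme wells for no effect and no-enzyme background for full effect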
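AC50 values come from Hill fits of compound titrations (up to 77 uM) against 4 nM human enzyme. Substrate 4-methylumbelliferyl-alpha-D-pyranoside at 400 uM, pH 5.0 citrate buffer, 20 min room temperature; fluorescence Ex 365/Em 440 after alkaline stop.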
GAA glycogen = qHTS Assay for Inhibitors and Activators of Human alpha-Glucosidase Cleavage of Glycogen. Lysosomal alpha-glucosidase (Homo sapiens), P10253. actives 0.38% (n = 300,000). recombinant GAA, glycogen substrate, Amplex Red glucose oxidase fluorescence. Potency, µM (doses to about 76.4 µM), without a hit: top-dose activity change, negative = inhibition, usual class: inhibitors;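 further: potency means the concentration at half of the fitted maximal effect; 0% = full enzyme reaction and -100% = no-enzyme basal signal; the screen sought inhibitors and activators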
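Recombinant human enzyme (4 nM); glycogen substrate; 37 C, 40 min, pH 5.0. Readout: coupled glucose oxidase/Amplex Red fluorescence.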
HTT cytoprotect = qHTS Multiplex Assay to Identify Dual Action Probes in a Cell Model of Huntington: Cytoprotection (ATP) | PC12 HTT-Q103 induced, cytoprotection, ATP luminescence, 40 h | Potency, µM (top dose mostly 56.4 µM), without a hit: cytoprotection (ATP increase), usual class: activators | actives 0.14% (n = 230,000) | AID 1471, 2008;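 further: potency means the concentration at half of the fitted maximal effect; % of control where 0% means no effect; nearly all actives have a fitted effect of over 45% in size; toxic huntingtin expression switched on by the ecdysone agonist tebufenozide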
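PC12 cells with ecdysone-inducible HTT exon 1 Q103-GFP, induced with 100 nM tebufenozide and co-treated with library compounds in a dose series (1536-well, 1500 cells/well). Cytoprotection read as ATP content by ATPlite luminescence.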
HttQ103 aggreg = qHTS Multiplex Assay to Identify Dual Action Probes in a Cell Model of Huntington: Aggregate Formation (GFP). actives 1.1% (n = 220,000). PC12 HttQ103-GFP aggregates, Acumen cytometry, 40 h. Potency, µM (titrated, usually from 46.1 µM), without a hit: top-dose activity change, negative = inhibition, most hits filed as inhibitors; further: potency means the concentration at half of the fitted maximal effect; on the % scale 0 is the no-effect control and ±100 the full control effect; nearly all actives have a fitted effect of over 60% in size
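Steps: seed 1500 PC12 HTTQ103-GFP cells/well; add tebufenozide, 100 nM final; add compound titration; add ATPLite reagent; quantify GFP aggregates by laser scanning cytometry.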
Numbers without * were called inactive; & = joins results of further samples; [ ] = another dose, or the depositor's remark. Unless noted, the call rests on the fitted dose curve; in most records, active means well fitted curve in the direction sought with a large enough effect; inconclusive means small, poorly fitted or top-dose-only effect, or another doubt; inactive means no such curve, though single readings can be large; an effect the other way counts as inactive or inconclusive.

Start of the listing, in advance:
For COc1ccc(/C=N/NC(=O)CCN2CCCCC2c2cccnc2)cc1Cn1cc([N+](=O)[O-])cn1 (stereo not drawn) the results were GAA spleen mod -2%, CBFb-RUNX1 inh -4%, GAA glycogen 1%, HTT cytoprotect -16%[10 µM] and HttQ103 aggreg -29%[9.22 µM].
Cn1c(=O)c(C(=O)COc2ccc(F)cc2Cl)c(N)n(Cc2ccccc2)c1=O was read as GAA spleen mod 0%, CBFb-RUNX1 inh -7%, LMNA splice mod inconclusive, GAA inhib -3%, GAA glycogen 5%, HTT cytoprotect -50%[inhibitor] and HttQ103 aggreg -30%.

The whole of this part, from the first entry:
For COc1ccc(/C=N/NC(=O)CCN2CCCCC2c2cccnc2)cc1Cn1cc([N+](=O)[O-])cn1 (stereo not drawn) the results were GAA spleen mod -2%, CBFb-RUNX1 inh -4%, GAA glycogen 1%, HTT cytoprotect -16%[10 µM] and HttQ103 aggreg -29%[9.22 µM].
Cn1c(=O)c(C(=O)COc2ccc(F)cc2Cl)c(N)n(Cc2ccccc2)c1=O was read as GAA spleen mod 0%, CBFb-RUNX1 inh -7%, LMNA splice mod inconclusive, GAA inhib -3%, GAA glycogen 5%, HTT cytoprotect -50%[inhibitor] and HttQ103 aggreg -30%.
Screening Cc1nc2sc(C(=O)Nc3ccccc3Cc3ccccc3)c(C)c2c(=O)[nH]1 returned GAA spleen mod 4%, CBFb-RUNX1 inh -10%, LMNA splice mod inconclusive, GAA inhib -15%, GAA glycogen 13%, HTT cytoprotect -10%[10 µM] and HttQ103 aggreg 17%[9.22 µM].
Screening O=C(CN1C(=O)/C(=C/c2cccc(Br)c2)SC1=S)N1CCCC1 returned GAA spleen mod 5%, CBFb-RUNX1 inh 8%, LMNA splice mod -10%, GAA inhib 7%, GAA glycogen -9%, HTT cytoprotect 18%[10 µM] and HttQ103 aggreg inconclusive.
`O=C(Cn1c(=O)n(Cc2ccco2)c(=O)c2c3c(sc21)CCCC3)Nc1ccccc1` gave GAA spleen mod -4%, CBFb-RUNX1 inh -13%, LMNA splice mod 5%, GAA inhib 0%, GAA glycogen -7%, HTT cytoprotect -14%[0.074 µM] and HttQ103 aggreg -8%.
For CCNS(=O)(=O)c1ccc(NS(C)(=O)=O)cc1 the results were GAA spleen mod -3%, CBFb-RUNX1 inh -1%, LMNA splice mod -1%, GAA inhib -3%, GAA glycogen 3%, HTT cytoprotect -32% and HttQ103 aggreg -2%.
For c1ccc(-n2nnnc2-n2cnc3ccccc32)cc1 the results were GAA spleen mod -2%, CBFb-RUNX1 inh 9%, LMNA splice mod 1%, GAA inhib 5%, GAA glycogen 4%, HTT cytoprotect -5%[10 µM] and HttQ103 aggreg -13%.
`Cc1ccc(C2C(C#N)=C(N)OC3=C2C(=O)CC(C)(C)C3)s1` (stereo not drawn) gave GAA spleen mod -4%, CBFb-RUNX1 inh 6%, GAA glycogen 6%, HTT cytoprotect 5%[10 µM] and HttQ103 aggreg -20%[9.22 µM].
Screening O=C(Nc1ccc(Cl)cc1)Nc1cc(S(=O)(=O)N2CCOCC2)ccc1N1CCCC1 returned GAA spleen mod 2%, CBFb-RUNX1 inh -2%, LMNA splice mod inconclusive, GAA inhib -11%, GAA glycogen -5%, HTT cytoprotect -13%[10 µM] and HttQ103 aggreg -30%.
Screening CC(C)C(C)NC(=O)COC(=O)c1cccc(C(=O)OCC(=O)NC(C)C(C)C)n1 (stereo not drawn) returned GAA spleen mod -17%, CBFb-RUNX1 inh -1%, LMNA splice mod inconclusive, GAA inhib 3%, GAA glycogen 7%, HTT cytoprotect 9% and HttQ103 aggreg 32%.
Screening Cc1ccccc1C(=O)Nc1ccc(O)cc1C(=O)O returned GAA spleen mod 6%, CBFb-RUNX1 inh -2%, LMNA splice mod 22%[46 µM], GAA inhib 7%, GAA glycogen 7%, HTT cytoprotect 0%[10 µM] and HttQ103 aggreg 12%.
`CCOC(=O)CN1C(=O)N[C@@H](c2ccccc2)C(C(=O)OC)=C1C` gave GAA spleen mod 4%&0%, CBFb-RUNX1 inh -2%, LMNA splice mod -3%, GAA inhib -6%, GAA glycogen 4%, HTT cytoprotect -2% and HttQ103 aggreg -8%.
For CCC(COC(=O)Nc1cccc(C)c1C)NC(=O)OCC(C)C (stereo not drawn) the results were GAA spleen mod -9%, CBFb-RUNX1 inh 8%, LMNA splice mod -14%, GAA inhib -5%, GAA glycogen -6%, HTT cytoprotect -27%[10 µM] and HttQ103 aggreg inconclusive.
Screening CC1(C)CC(=O)C2=C(C1)Nc1ccccc1NC2c1ccccn1 (stereo not drawn) returned GAA spleen mod -2%, CBFb-RUNX1 inh 10%, LMNA splice mod 10%, GAA inhib -2%, GAA glycogen 0%, HTT cytoprotect -8% and HttQ103 aggreg 7%.
Screening CC(C)(C)c1ccc(NC(=O)N2CCCN(c3c(Cl)cncc3Cl)CC2)cc1 returned GAA spleen mod 1%, CBFb-RUNX1 inh 14%, LMNA splice mod -1%[46 µM], GAA inhib -4%, GAA glycogen 0%, HTT cytoprotect -9%[10 µM] and HttQ103 aggreg 9%[9.22 µM].
For O=[N+]([O-])c1c(Nc2ccccc2O)ccc2nonc12 the results were GAA spleen mod -6%, CBFb-RUNX1 inh -10%, GAA inhib 2%, GAA glycogen -16%, HTT cytoprotect inconclusive and HttQ103 aggreg 10%.
Screening COc1ccc(Oc2nnc(C)c3ccccc23)cc1 returned GAA spleen mod -8%, CBFb-RUNX1 inh 1%, LMNA splice mod 12%, GAA inhib 1%, GAA glycogen -1%, HTT cytoprotect -22% and HttQ103 aggreg 14%.
`O=C(NCc1ccccc1)N[C@@H](Cc1ccccc1)C(=O)O` gave GAA spleen mod 5%, CBFb-RUNX1 inh 14%, LMNA splice mod -11%, GAA inhib 1%, GAA glycogen -5%, HTT cytoprotect -14%[0.074 µM] and HttQ103 aggreg 2%.
For Cn1nc(C(=O)Nc2nc3ccccc3[nH]2)ccc1=O the results were GAA spleen mod -6%, CBFb-RUNX1 inh 6%, LMNA splice mod 0%[9.22 µM], GAA inhib -14%, GAA glycogen -9%, HTT cytoprotect -93%[inhibitor] and HttQ103 aggreg 3%.
For CCOc1ccc(C2CC(c3cccc(OC)c3)Nc3nc(N)nn32)cc1 (stereo not drawn) the results were GAA spleen mod 2%, CBFb-RUNX1 inh 8%, LMNA splice mod 1%, GAA inhib -2%, GAA glycogen 2%, HTT cytoprotect 0% and HttQ103 aggreg -4%.
O=C(CCCCCNC(=O)c1ccccc1)N/N=C/c1ccccc1 was read as GAA spleen mod -2%, CBFb-RUNX1 inh 0%, LMNA splice mod -5%, GAA inhib -4%, GAA glycogen 12%, HTT cytoprotect -7%[1.9 µM] and HttQ103 aggreg 10%.
COc1ccc(CCNC(=O)C2CCN(c3nn4c(=O)cc(C)nc4s3)CC2)cc1OC was read as GAA spleen mod 7%, CBFb-RUNX1 inh 6%, LMNA splice mod -2%, GAA inhib -7%, GAA glycogen 3%, HTT cytoprotect 8%[10 µM] and HttQ103 aggreg -1%.
Screening Clc1ccccc1/C=C/c1nc(-c2cccnc2)no1 returned GAA spleen mod 3%, CBFb-RUNX1 inh 8%, GAA glycogen -5%, HTT cytoprotect 1%[10 µM] and HttQ103 aggreg -9%[9.22 µM].
COC(=O)/C=C1\C(=O)N(c2nc3ccc(OC)cc3s2)C(=S)N1c1ccc(F)cc1 was read as GAA spleen mod 4%, CBFb-RUNX1 inh 8%, LMNA splice mod 4%, GAA inhib 4%, GAA glycogen 5%, HTT cytoprotect -7%[10 µM] and HttQ103 aggreg -17%.
`O=C(CSc1nnc2c(n1)[nH]c1ccccc12)Nc1cccc(S(=O)(=O)N2CCOCC2)c1` gave GAA spleen mod -12%, CBFb-RUNX1 inh 9%, GAA glycogen 4%, HTT cytoprotect 1%[10 µM] and HttQ103 aggreg 28%[9.22 µM].
`Cc1nnc(SCC(=O)Nc2sc3c(c2C(=O)c2ccccc2)CCCC3)s1` gave GAA spleen mod -3%, CBFb-RUNX1 inh -30%, LMNA splice mod inconclusive, GAA inhib inconclusive, GAA glycogen -10%, HTT cytoprotect 1%[10 µM] and HttQ103 aggreg -17%.
For Cc1cccc(NC(=O)NC2CC(=O)N(c3ccc4c(c3)OCCO4)C2)n1 (stereo not drawn) the results were GAA spleen mod 2%, CBFb-RUNX1 inh -5%, GAA inhib -2%, GAA glycogen 8%, HTT cytoprotect -50%[inhibitor] and HttQ103 aggreg 9%.
`O=c1c2[nH]c3ccccc3c2nc2n1CCS2` gave GAA spleen mod -3%, CBFb-RUNX1 inh 7%, LMNA splice mod 1%[46 µM], GAA inhib -2%, GAA glycogen 3%, HTT cytoprotect -15% and HttQ103 aggreg -20%.
Screening O=C(NCC1CCCO1)/C(=C\c1cccc([N+](=O)[O-])c1)NC(=O)c1ccccc1 (stereo not drawn) returned GAA spleen mod -1%, CBFb-RUNX1 inh 4%, LMNA splice mod inconclusive, GAA inhib -8%, GAA glycogen 3%, HTT cytoprotect -30% and HttQ103 aggreg 1%.
For COc1cc(-c2nn3c(Cc4ccccc4)nnc3s2)cc(OC)c1OC the results were GAA spleen mod 3%, CBFb-RUNX1 inh 7%, LMNA splice mod inconclusive, GAA inhib 0%, GAA glycogen -2%, HTT cytoprotect -4%[10 µM] and HttQ103 aggreg -18%.
`CCC(=O)OCC(=O)[C@@]1(OC(=O)CC)[C@H](C)C[C@@H]2[C@@H]3[C@H]([C@@H](O)C[C@@]21C)[C@]1(C)C=CC(=O)C=C1C[C@@H]3Cl` gave GAA spleen mod 1%[29.1 µM], CBFb-RUNX1 inh -9%[21.7 µM], LMNA splice mod inconclusive, HTT cytoprotect -57%[inhibitor][17.1 µM] and HttQ103 aggreg 14%[20.6 µM].
For CCCC(O)(CCC)C(=O)NNc1ccc(C)cc1 the results were GAA spleen mod 0%, CBFb-RUNX1 inh 9%, GAA glycogen inconclusive, HTT cytoprotect 7%[10 µM] and HttQ103 aggreg 13%[9.22 µM].

Screening data: PubChem, National Center for Advancing Translational Sciences (NCATS)
